UPR CHOP act – activators of apoptotic arm of unfolded protein response (CHOP) | CHO-CHOP luciferase reporter, UPR activation, luminescence; percent of tunicamycin response over DMSO baseline | activation, % at 10 µM | 0.34% of 330,000 active | AID 449763;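 active = at 10 µM dose, activation of 40% or more, normalized to positive control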;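 note: 100% = tunicamycin at 10 µg/mL and 0% = DMSO alone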
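System: CHO CHOP reporter cells. Amount: 500 cells per well. Buffer or medium: F12 medium, 10% FBS. Compound dosing: one dose, 10 µM in 0.5% DMSO. Incubation: 6 h compound exposure at 37 °C after overnight seeding. Technique: Steady-Glo luciferase luminescence. Benchmarks: tunicamycin and DMSO controls.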
APJ antag – APJ receptor antagonism; P35414; CHO-K1 APJ beta-arrestin complementation, luminescence; inhibition, % at 20 µM; 0.32% of 330,000 active;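 active = inhibition above about 40% at 20 µM, limit read from the data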;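 note: cells challenged with 10 nM apelin-13 agonist together with compound; plate controls were apelin-13 plus DMSO wells for no effect and DMSO wells lacking apelin-13 for full effect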
tim23-1 inh – inhibits growth of tim23-1 mutant yeast | 1.3% of 330,000 active | S. cerevisiae tim23-1 growth, BacTiter-Glo luminescence, 24 h | inhibition, % at 20 µM;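 active = growth inhibition of the mutant yeast at or above 50%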;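 note: temperature-sensitive mutant grown at 25 °C; plate controls were DMSO-treated mutant yeast for no effect and medium wells lacking yeast for full effect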
Mdm2 MdmX PPI – human Mdm2/MdmX binding inhibition. SaOS-2 split-luciferase Mdm2/MdmX complementation, luminescence. O15151+Q00987. AID 485346. inhibition, % at 8 µM. 3% of 330,000 active;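 active = inhibition of at least 50% at 8 µM in the primary screen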
Target sequence (O15151 whole entry, looked up): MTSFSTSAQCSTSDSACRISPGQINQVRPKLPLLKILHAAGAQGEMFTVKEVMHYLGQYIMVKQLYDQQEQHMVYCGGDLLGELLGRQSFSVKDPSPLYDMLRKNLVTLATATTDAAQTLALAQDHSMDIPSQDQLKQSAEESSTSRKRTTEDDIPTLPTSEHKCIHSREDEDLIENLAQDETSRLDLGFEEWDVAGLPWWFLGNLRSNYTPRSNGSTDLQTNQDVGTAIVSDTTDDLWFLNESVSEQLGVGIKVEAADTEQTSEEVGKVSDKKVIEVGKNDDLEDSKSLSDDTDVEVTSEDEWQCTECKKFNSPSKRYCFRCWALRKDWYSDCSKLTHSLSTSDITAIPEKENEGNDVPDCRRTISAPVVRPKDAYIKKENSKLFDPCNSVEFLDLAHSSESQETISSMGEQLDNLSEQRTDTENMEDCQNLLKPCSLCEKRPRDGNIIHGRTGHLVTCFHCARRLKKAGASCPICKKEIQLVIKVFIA
Target sequence (Q00987 whole entry, looked up): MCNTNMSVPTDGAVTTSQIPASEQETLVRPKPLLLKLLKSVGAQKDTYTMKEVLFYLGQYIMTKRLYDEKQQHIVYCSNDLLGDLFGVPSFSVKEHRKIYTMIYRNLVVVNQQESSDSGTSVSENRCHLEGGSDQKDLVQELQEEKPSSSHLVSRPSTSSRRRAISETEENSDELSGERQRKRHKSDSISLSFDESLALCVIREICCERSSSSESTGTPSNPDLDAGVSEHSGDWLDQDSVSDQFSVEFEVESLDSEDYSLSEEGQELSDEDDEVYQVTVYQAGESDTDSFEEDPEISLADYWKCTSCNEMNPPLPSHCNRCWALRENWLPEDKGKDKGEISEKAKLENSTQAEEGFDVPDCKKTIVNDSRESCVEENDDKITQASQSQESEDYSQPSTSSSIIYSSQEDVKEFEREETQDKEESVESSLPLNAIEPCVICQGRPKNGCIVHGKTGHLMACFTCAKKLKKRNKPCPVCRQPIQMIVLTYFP
APJ agonist – activates the human apelin receptor APJ | P35414 | CHO-K1 APJ PathHunter beta-arrestin, luminescence; 0% DMSO wells, 100% apelin | activation, % at 20 µM | 0.11% of 330,000 active | AID 2520;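 active = activation more than six SD over the plate average, tested at 20 µM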;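 note: 0% = DMSO alone and 100% = apelin-13 at 10 nM; some results filed as inactive read as strong as hits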
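Incubation: overnight seeding, 90 min compound at 25 °C, 1 h detection; test system: PathHunter CHO-K1 APJ (AGTRL-1) beta-arrestin reporter cells; amount: 1000 cells/well; doses: one dose, 20 µM compound, 1% DMSO; measured by: beta-gal luminescence; measure: agonist-driven arrestin binding to APJ; benchmarks: negative DMSO alone, positive Apelin-13 at 10 nM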
CXCR6 inh – inhibitors of human CXCR6 receptor; O00574; CHO-K1 PathHunter CXCR6 beta-arrestin, luminescence; inhibition, % at 20 µM; 0.36% of 360,000 active; in the data active = inhibition above about 34%, passing the limit was not always enough;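 note: antagonist mode with CXCL16 agonist at 10 nM final; 0% = 10 nM CXCL16 with DMSO and 100% = unstimulated wells without agonist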
EBI2 antag – EBI2 (human) antagonism; 0.81% of 360,000 active; EBI2 beta-arrestin recruitment, luminescence, 7a,25-OHC stimulated; P32249; inhibition, % at 5 µM; in the data active = inhibition above about 38%;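 note: enzyme fragment complementation signal reports receptor beta-arrestin coupling in cells; 0% = agonist plus DMSO wells and 100% = wells without agonist; some results beyond the cut were filed as inactive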
XBP1 UPR activ – activators of adaptive arm of unfolded protein response (XBP1); CHO-XBP1 luciferase reporter, IRE1-XBP1 UPR activation, luminescence; percent of tunicamycin response, DMSO as zero; activation, % at 20 µM; 0.33% of 330,000 active;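 active = versus positive control, 20 µM dose yields 30% or more activation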;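 note: 100% = tunicamycin at 10 µg/mL and 0% = DMSO only wells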
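Assay system: CHO-XBP1 luciferase reporter cells; Schedule: 6 h treatment, 37 °C; Detection: glow luminescence from Steady-Glo reagent; Benchmarks: high control tunicamycin 10 µg/mL final, low control DMSO vehicle only.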
CCR6 antag – blocks CCL20-driven beta-arrestin recruitment at human CCR6. CHO-K1 CCR6 PathHunter beta-arrestin, luminescence, CCL20-stimulated. inhibition, % at 20 µM. 0.49% of 340,000 active;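 active = compounds whose inhibition of the agonist-driven luminescence signal at 20 µM reaches about 50%, limit read from the data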;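 note: cells stimulated with CCL20 at 14 nM final; plate controls were DMSO with CCL20 for no effect and DMSO without agonist for full effect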
Numbers without * were called inactive; x = no result given.

1) C/C(CCCO)=N/Nc1ccc([N+](=O)[O-])cc1[N+](=O)[O-]
2) O=C(Cn1cnc2c(nnn2Cc2ccc(F)cc2)c1=O)N1CCCCC1
3) O=C(Cn1cnc2c(nnn2Cc2ccc(Cl)cc2)c1=O)NC1CCCC1
4) CCc1cc2cc(C)cc(C)c2[nH]c1=S
5) CN(c1ccccc1)S(=O)(=O)c1cccc(C(=O)Nc2ncn[nH]2)c1
6) CN(Cc1c(C(=O)N/N=C/c2ccc(F)cc2)nnn1-c1nonc1N)C1CCCCC1
7) O=C(COc1ccc2ccccc2c1)Nc1nnc(-c2ccco2)s1
8) O=[N+]([O-])c1nn(-c2ccc3c(c2)OCCO3)n(O)c1=NCc1ccccc1Cl

compound no.	1	2	3	4	5	6	7	8
UPR CHOP act	2.5	0.8	0.3	0.3	-0.1	0.1	1.9	2.9
APJ antag	-27	2	4	-6	-8	-23	4	4
tim23-1 inh	10	-12	17	26	-1	0	6	2
Mdm2 MdmX PPI	8	9	-25	-29	-6	3	4	-85
APJ agonist	3	-4	-4	-4	-2	-2	-2	8
CXCR6 inh	-5	-10	4	-3	12	1	x	-2
EBI2 antag	-5	2	1	2	5	5	x	-5
XBP1 UPR activ	1	-1	3	0	-2	1	0	-4
CCR6 antag	-6	-1	8	11	17	-7	-5	1

9) Cc1onc(-c2ccccc2Cl)c1C(=O)Nc1ccc(-n2nncc2C(C)(C)C)cc1
10) COC(=O)c1ccc(CN2C(=O)NC3(CCC(C)CC3)C2=O)cc1 (stereo unspecified)
11) COc1cc([N+](=O)[O-])ccc1NC(=S)NNC(=O)CCC(=O)Nc1ccccc1Cl
12) COc1ccc(OC)c(NC(=O)c2cccc(NC(=O)c3ccccc3C(=O)O)c2)c1
13) CC(=O)Nc1ccc(NC(=O)c2c(C)nn(-c3ccccc3)c2Cl)cc1C
14) C[C@H](NC(=O)[C@H](Cc1ccccc1)NC(=O)c1cc2cc(Cl)ccc2n1C)C(=O)O
15) Nn1c(SCC(=O)Nc2nc3ccccc3s2)nncc1=O
16) CC(NC(=O)CSc1nc(=O)cc(N)n1CCc1ccccc1)c1ccccc1 (stereo unspecified)

compound no.	9	10	11	12	13	14	15	16
UPR CHOP act	0.2	6.0	3.2	0.2	-1.8	0.8	6.0	-0.1
APJ antag	-8	-3	45*	-4	13	23	-11	6
tim23-1 inh	-9	23	8	6	2	6	-25	11
Mdm2 MdmX PPI	8	-49	32	-14	2	21	-19	-4
APJ agonist	-3	-1	-14	-1	0	-1	-1	0
CXCR6 inh	3	-8	31	7	2	-17	-1	-3
EBI2 antag	-1	0	7	-12	-4	1	1	-4
XBP1 UPR activ	-3	-2	2	4	1	-3	2	2
CCR6 antag	10	0	34	4	-3	4	2	6

17) CCC(C)NC(=O)c1ccc(Cl)c(S(=O)(=O)Nc2ccccc2N2CCOCC2)c1 (stereo unspecified)
18) COc1cc(OC)cc(C(=O)NNC(=O)CN2C(=O)NC(C)(c3ccc(C)cc3)C2=O)c1 (stereo unspecified)
19) COc1ccc(C(=O)NCCS(=O)(=O)N2CCN(Cc3ccccc3)CC2)cc1
20) COc1ccc(-n2c(SCC(=O)Nc3ccc4c(c3)OCO4)nnc2C(C)N2CCCCC2)cc1 (stereo unspecified)
21) Cc1ccccc1-n1c(SC(C)C(N)=O)nnc1-c1cccnc1 (stereo unspecified)
22) O=C(COc1ccc(Cl)cc1Br)N1CCN(c2ncccn2)CC1
23) CCCCN(Cc1ccccc1)C(=O)C1CCN(S(=O)(=O)c2c(C)noc2C)CC1
24) CN(C)S(=O)(=O)c1cccc(NC(=O)COC(=O)CCC(=O)c2cccs2)c1

compound no.	17	18	19	20	21	22	23	24
UPR CHOP act	-0.7	0.3	-0.5	1.0	-2.3	0.3	-2.1	-0.2
APJ antag	-10	14	3	-14	4	15	-7	3
tim23-1 inh	12	16	13	0	10	30	16	26
Mdm2 MdmX PPI	17	30	29	-15	14	-4	-13	-8
APJ agonist	-2	-1	-1	-1	-3	13	-5	-1
CXCR6 inh	-4	-11	-4	4	1	-3	5	6
EBI2 antag	0	8	-4	13	-8	31	-1	1
XBP1 UPR activ	-1	-1	-4	-2	-2	-1	-3	-3
CCR6 antag	7	2	11	-18	5	22	21	2

25) COc1cc([N+](=O)[O-])ccc1NC(=O)C[n+]1cccc(C(C)=O)c1
26) Cc1ccc(S(=O)(=O)CCCS(=O)(=O)c2ccc(C)cc2)cc1
27) O=C(NCCS(=O)(=O)c1ccc(Br)cc1)c1ccccc1
28) CCCCNC(=O)CSc1nnc(Cc2ccc(Cl)c(Cl)c2)c(=O)[nH]1
29) CCOC(=O)CCNC(=O)CNC(=O)OCc1ccccc1
30) CCCOc1cccc(C2/C(=C(/O)c3ccc4c(c3)CC(C)O4)C(=O)C(=O)N2CCN2CCOCC2)c1 (stereo unspecified)
31) COc1cccc(-c2c(C(=O)N/N=C(\C)c3ccncc3)nnn2-c2nonc2N)c1
32) CC(=O)Nc1ccc(C(=O)Nc2nc(-c3cccnc3)cs2)cc1

compound no.	25	26	27	28	29	30	31	32
UPR CHOP act	-0.9	1.0	10	-0.5	-2.3	2.5	2.3	-0.3
APJ antag	2	-9	9	5	11	-26	1	-1
tim23-1 inh	2	22	14	6	6	12	0	2
Mdm2 MdmX PPI	-25	15	6	6	14	1	19	26
APJ agonist	1	2	-10	-4	1	5	-3	3
CXCR6 inh	-4	4	-15	-3	-1	2	7	-5
EBI2 antag	-6	-3	-6	0	0	-1	10	0
XBP1 UPR activ	-2	3	-1	-3	-3	-4	-7	-3
CCR6 antag	-9	9	1	-3	-7	19	11	7

33) Cc1ccc(OCCCNCCO)c(Br)c1
34) Cc1cccc(C)c1NC1=C(Cl)C(=O)OC1OC(C)C (stereo unspecified)
35) O=C(c1ccc(=O)[nH]n1)N1CCN(S(=O)(=O)c2ccccc2F)CC1
36) CC(CC(=O)NC1CCCC1)c1ccccc1 (stereo unspecified)
37) CCC(C)(C)N(C(=O)CCC(=O)Nc1cc(C)on1)C(C(=O)NC(C)(C)C)c1ccc(OC)cc1 (stereo unspecified)
38) O=C(CC(=O)Nc1ccc(Cl)cc1Cl)Nc1ccc(Cl)cc1Cl
39) C=C(C)c1cccc(C(C)(C)NC(=O)N2CCN(C)CC2)c1
40) O=C(Cn1cnc2c(cnn2-c2ccc(F)cc2)c1=O)N1CCN(c2ccccc2F)CC1

compound no.	33	34	35	36	37	38	39	40
UPR CHOP act	3.1	4.7	0.8	-0.4	-1.2	1.2	-2.2	-1.7
APJ antag	-2	-11	-2	5	15	6	3	-9
tim23-1 inh	5	16	-4	9	0	26	-1	18
Mdm2 MdmX PPI	26	18	8	15	-7	23	5	7
APJ agonist	-1	1	0	0	-5	-2	-6	-2
CXCR6 inh	-3	-7	4	-2	-3	4	-8	-1
EBI2 antag	2	2	-19	2	-13	1	3	8
XBP1 UPR activ	2	1	-2	-1	2	-6	0	-1
CCR6 antag	-5	-20	9	1	0	10	-4	13

41) CCOc1ncccc1C(=O)Nc1cc(S(=O)(=O)N2CCCCC2)ccc1OC
42) OCCCNc1cc(-c2ccccc2)nc2cc(-c3ccc(F)cc3)nn12
43) CC1CC(C)CN(CCCNC(=O)CCNC(=O)Cn2ccc3ccccc3c2=O)C1 (stereo unspecified)
44) O=C(COc1ccc(Cl)cc1)Nc1cc(NC(=O)COc2ccc(Cl)cc2)cc(C(=O)O)c1
45) Cc1cc(NCc2ccncc2)ccc1Br
46) COc1cc2c(cc1OC)C(c1ccc(Br)cc1)N(C(=O)c1ccccc1C(=O)O)CC2 (stereo unspecified)
47) CC(C#N)(NC(=O)CN1CCN(S(=O)(=O)c2ccc(Br)cc2Cl)CC1)C1CC1 (stereo unspecified)
48) COc1ccc(S(=O)(=O)N(C)c2ccc(C(=O)NCc3ccccn3)cc2)cc1

compound no.	41	42	43	44	45	46	47	48
UPR CHOP act	1.9	3.9	5.9	2.4	1.1	0.5	0.8	-1.3
APJ antag	0	-10	-2	-2	0	-4	-5	11
tim23-1 inh	3	51*	4	-3	-8	-3	13	14
Mdm2 MdmX PPI	27	12	-3	15	2	12	16	8
APJ agonist	25*	3	0	0	0	-1	-3	-1
CXCR6 inh	-6	-4	-2	8	-2	0	-1	-1
EBI2 antag	-6	55*	-10	3	0	-8	12	9
XBP1 UPR activ	-1	-2	1	-4	3	-6	-2	-3
CCR6 antag	0	-14	5	20	4	-1	6	3

Quoted at random: 3 entries already listed
44) O=C(COc1ccc(Cl)cc1)Nc1cc(NC(=O)COc2ccc(Cl)cc2)cc(C(=O)O)c1
43) CC1CC(C)CN(CCCNC(=O)CCNC(=O)Cn2ccc3ccccc3c2=O)C1 (stereo unspecified)
48) COc1ccc(S(=O)(=O)N(C)c2ccc(C(=O)NCc3ccccn3)cc2)cc1

compound no.	44	43	48
UPR CHOP act	2.4	5.9	-1.3
APJ antag	-2	-2	11
tim23-1 inh	-3	4	14
Mdm2 MdmX PPI	15	-3	8
APJ agonist	0	0	-1
CXCR6 inh	8	-2	-1
EBI2 antag	3	-10	9
XBP1 UPR activ	-4	1	-3
CCR6 antag	20	5	3

(listing goes on)
49) N#CCC(=O)Nc1ccc(C(=O)Nc2cccc(S(N)(=O)=O)c2)cc1
50) Cc1cc(NC(=O)COc2ccc(N(C)S(=O)(=O)c3ccccc3)cc2)no1
51) Oc1ccc2ccccc2c1C=Nc1ccc(N2CCOCC2)cc1
52) COc1nnc(-c2ccc(N3CCCCC3)c(NC(C)=O)c2)c2ccccc12
53) Nc1c2c(nn1-c1ccccc1)CCC2
54) COc1ccc(CCNC(=O)CSc2nncn2N)cc1OC
55) O=C(Cc1cccs1)N(c1ccccc1)C1C=CS(=O)(=O)C1 (stereo unspecified)
56) CCOC(=O)c1cc(C)sc1NC(=O)c1ccc(Cl)s1

compound no.	49	50	51	52	53	54	55	56
UPR CHOP act	1.6	-0.8	3.5	-0.3	1.8	-1.7	-0.6	-1.2
APJ antag	-1	1	5	14	1	11	8	6
tim23-1 inh	-4	16	42	44	-4	-1	-5	8
Mdm2 MdmX PPI	-3	-16	22	18	13	-6	-8	-9
APJ agonist	-3	0	-3	7	-3	-4	2	-1
CXCR6 inh	3	2	x	0	-2	-5	-1	-3
EBI2 antag	-10	-8	x	3	0	-7	3	5
XBP1 UPR activ	-3	-2	-1	1	1	-2	-4	-2
CCR6 antag	14	-11	-5	1	13	-11	8	10

An excerpt from above in order of their number in APJ antag, largest number first:
entry	mol	APJ antag	Mdm2 MdmX PPI	CXCR6 inh	EBI2 antag	XBP1 UPR activ	CCR6 antag
37	CCC(C)(C)N(C(=O)CCC(=O)Nc1cc(C)on1)C(C(=O)NC(C)(C)C)c1ccc(OC)cc1 (stereo unspecified)	15	-7	-3	-13	2	0
51	Oc1ccc2ccccc2c1C=Nc1ccc(N2CCOCC2)cc1	5	22	x	x	-1	-5
1	C/C(CCCO)=N/Nc1ccc([N+](=O)[O-])cc1[N+](=O)[O-]	-27	8	-5	-5	1	-6

The list is partial (hit frequency here may not be typical).
